Screens (PubChem)
EPAC1 agonist – activates human EPAC1 exchange factor; 360,000 tested, 0.073% active; AID 720707; Potency, µM (doses to about 154 µM), inactives show top-dose activation, actives largely listed as activators; EPAC1 agonist qHTS, biochemical assay; response scale: 100% = response to 6.5 mM cAMP; O95398; note: nearly all actives have a fitted effect of over 60% in size
Target sequence (O95398 whole entry, looked up): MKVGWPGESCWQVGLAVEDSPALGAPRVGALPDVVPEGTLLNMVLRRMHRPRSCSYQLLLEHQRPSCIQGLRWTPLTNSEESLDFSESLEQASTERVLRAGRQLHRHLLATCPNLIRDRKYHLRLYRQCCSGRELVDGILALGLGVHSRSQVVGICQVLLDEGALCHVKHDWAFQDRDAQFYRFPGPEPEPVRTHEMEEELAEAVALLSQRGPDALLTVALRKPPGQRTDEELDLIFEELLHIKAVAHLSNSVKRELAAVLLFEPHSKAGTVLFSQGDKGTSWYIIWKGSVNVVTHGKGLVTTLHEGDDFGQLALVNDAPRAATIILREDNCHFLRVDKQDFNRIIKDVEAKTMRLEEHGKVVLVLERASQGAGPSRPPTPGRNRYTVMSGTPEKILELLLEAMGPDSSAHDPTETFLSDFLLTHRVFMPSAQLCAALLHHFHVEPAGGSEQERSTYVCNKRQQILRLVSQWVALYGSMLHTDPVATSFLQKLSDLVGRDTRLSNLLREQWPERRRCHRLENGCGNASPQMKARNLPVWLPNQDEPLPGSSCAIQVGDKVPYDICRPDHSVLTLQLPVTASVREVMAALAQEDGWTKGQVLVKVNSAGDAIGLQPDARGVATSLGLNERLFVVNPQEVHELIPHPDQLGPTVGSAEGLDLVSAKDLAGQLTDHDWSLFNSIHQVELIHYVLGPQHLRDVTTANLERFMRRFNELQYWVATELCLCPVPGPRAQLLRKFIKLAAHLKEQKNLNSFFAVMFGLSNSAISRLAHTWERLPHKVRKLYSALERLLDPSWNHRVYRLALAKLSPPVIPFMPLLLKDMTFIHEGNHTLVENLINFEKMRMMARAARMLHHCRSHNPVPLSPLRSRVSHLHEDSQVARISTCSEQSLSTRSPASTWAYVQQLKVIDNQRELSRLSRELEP
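Read-out is the fluorescence drop as BODIPY-GDP leaves Rap1B (480 nm excitation, 540 nm emission), recorded every 5 minutes over 30 minutes. Reactions held 100 nM EPAC1, 250 nM Rap1B–BODIPY-GDP and 50 uM GDP, with 6.5 mM cAMP setting full activation.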
TDP43 rescue – inhibitors of TDP-43 toxicity in yeast; TDP-43 expressing yeast growth rescue, BacTiter-Glo, 24 h; Potency, µM (doses to about 46.1 µM), without a hit: at the highest dose growth rescue (activation), hits mostly activators; 410,000 tested, 1.8% active; note: % of control where 0% means no effect; nearly all actives have a fitted effect of over 50% in size
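Readout is BacTiter-Glo luminescence of cell growth, so inhibitors register as activators. TDP-43-expressing yeast at OD600=0.02 in galactose medium, after raffinose pregrowth to mid-log, were incubated with compound for 24 hr at 30 deg C.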
EPAC1 antagonist – EPAC1 (human) antagonism; EPAC1 GEF assay, Rap1b-BODIPY-GDP exchange fluorescence; Potency, µM (highest dose often 115 µM), without a hit: at the top dose activity change, negative = inhibition, usual class: inhibitors; AID 720709; 360,000 tested, 0.14% active; O95398;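 note: plate controls were vehicle for no effect and positive control for full effect; nearly all actives have a fitted effect of over 50% in size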
FUS yeast rescue – FUS proteinopathy suppression in yeast; S. cerevisiae FUS-expressing, growth rescue, OD600, 24 h; 390,000 tested, 0.24% active; Potency, µM (top dose mostly 76.6 µM), for inactives: at the top dose growth rescue (activation), most hits filed as activators; AID 1347120;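 note: plate controls were DMSO vehicle for no effect and reference control for full effect; nearly all actives have a fitted effect of over 55% in size; some results filed as inactive show a strong effect at the top dose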
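Restored growth of FUS-toxic S. cerevisiae, read as 600 nm absorbance after 24 h at 30C in galactose medium (starting OD 0.005). Controls CP55940 and DMSO.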
aSyn yeast inh – rescues yeast growth from alpha-synuclein toxicity | Potency, µM (doses to about 46.1 µM), for inactives: at the top dose growth rescue (activation), most hits filed as activators | 370,000 tested, 0.14% active | Yeast expressing alpha-synuclein, growth rescue, BacTiter-Glo, 24 h; note: % of control where 0% means no effect; nearly all actives have a fitted effect of over 65% in size
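Rescue of yeast growth: cells expressing toxic alpha-synuclein, induced in galactose at OD600 0.02, incubated with compound 24 h at 30 C. ATP luminescence quantified growth; inhibitors of toxicity appear as activators.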
EPAC2 antagonist – antagonists of human EPAC2; Q8WZA2; EPAC2 GEF exchange of Rap1B-BODIPY-GDP, fluorescence; Potency, µM (highest dose often 114 µM), without a hit: at the top dose activity, negative = inhibition, actives largely listed as inhibitors; 360,000 tested, 0.18% active; AID 720708; note: % is set by controls: 0 for no effect and ±100 for the full control effect; nearly all actives have a fitted effect of over 45% in size; many of its hits are not listed in these tables
PTHR1 agonist – PTHR1 (human) receptor agonism. 410,000 tested, 0.075% active. HEK293 GP2 PTHR1 cells, GloSensor cAMP luminescence, 1 h. Potency, µM (doses to about 115 µM), for inactives: at the top dose activation, actives largely listed as activators; note: nearly all actives have a fitted effect of over 55% in size; some results filed as inactive show a strong effect at the top dose; inactives centre near -15; many of its hits are not listed in these tables
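HEK-293-derived GP2 cells expressing PTHR1 and a GloSensor cAMP reporter, 3,000/well, plated overnight, given luciferin plus IBMX (each 0.5 mM as added) for 1 h at 37 °C, then compound for 1 h at 37 °C. Luminescence was read after 15 min at room temperature.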
EPAC2 agonist – activates human EPAC2 exchange factor | Q8WZA2 | EPAC2 activation, biochemical qHTS; response scale: 100% = 6.5 mM cAMP response | Potency, µM (highest dose often 154 µM), without a hit: at the highest dose activation, hits mostly activators | 360,000 tested, 0.079% active | AID 720711; note: nearly all actives have a fitted effect of over 50% in size
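Each well held 100 nM EPAC2, 250 nM RAP1B-BODIPY-GDP and 50 uM GDP. Fluorescence, read at 5-min intervals to 30 min, was referenced to a 6.5 mM cAMP positive control.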
Starred values were filed as active, the others as inactive; i = inactive; ? = inconclusive; nt = not tested or not shown; & = joins results of further samples; [ ] = dose if it differs, or a comment. Calls come from the whole dose curve; as a rule, active = well fitted curve in the direction sought with a large enough effect; inconclusive = small, poorly fitted or top-dose-only effect, or another doubt; inactive = no such curve, though single readings can be large; an effect the other way counts as inactive or inconclusive. Potency is the fitted concentration of half-maximal effect. The list is partial; count on the stated rates, not on these rows.

mol	EPAC1 agonist	TDP43 rescue	EPAC1 antagonist	FUS yeast rescue	aSyn yeast inh	EPAC2 antagonist	PTHR1 agonist	EPAC2 agonist
Cc1cc(OCC(=O)Nn2cnnc2)ccc1Br	6%	-8%	0%	40%	1%	-6%	-13%[57.5 µM]	10%
COCCC(=O)N1CCC(Oc2ccc(C(=O)NCc3cc(C)n(C)n3)cc2)CC1	5%	-18%	-3%	1%	2%	3%	-5%	2%
c1ccc(-c2nc3nonc3nc2-c2ccccc2)cc1	3%	-86%[inhibitor]	-4%	nt	-68%[inhibitor]	?	-23%	12%
COc1ccc(CN2CCC2(C)C(=O)Nc2cccc(NS(C)(=O)=O)c2)c2ccccc12 (centres undefined)	-10%	18%	-12%	7%	6%	-12%	-49%[inhibitor]	9%
CN(C(=O)COC(=O)c1ccc(C#N)cc1)c1ccccc1	-5%	-23%	12%	-7%	-10%	10%	i	7%
COCCCNC(=O)CSc1nc2cc3c(cc2c(=O)n1CCCC(=O)NCc1ccc(OC)cc1)OCO3	-1%	22%&13%	0%	4%&29%	-1%	2%	-6%&-23%	-4%
COc1ccc(/C=C(\C#N)C(=O)NCc2ccccc2)cc1O	-10%	11%	-1%	-19%	24%	22%	-41%[inhibitor]	2%
C/C(=C/c1ccccc1)C(=O)N1CCN(c2ccccc2)CC1	-4%	?	24%	-5%	18%	-9%	-37%[inhibitor]	1%
COCCSc1nnc(NC(=O)CSc2ccccc2)s1	7%	-9%	21%	-6%	-4%	10%	?	3%
CCOC(=O)CSc1nnc(CSc2nc3sc4c(c3c(=O)[nH]2)CCC4)n1C	-8%	0%	7%	-2%	-5%	6%	i	3%
Cc1ccc(C)n1CCN1CCN(CC(=O)Nc2ccc(S(N)(=O)=O)cc2)CC1	16%	-16%	-15%	17%	0%	-6%	i	1%
O=C(c1cccc(NS(=O)(=O)c2ccc(F)c(F)c2)c1)N1CCCCC1	1%	21%	4%	15%	0%	12%	-3%	-2%
CCOCCOC(=O)c1cccc(NC(=O)OCC)c1	20%	17%	-15%	11%	3%	-1%	i	-11%
O=C(CSc1nc2ccccc2[nH]1)NCCc1ccc(Cl)cc1	-9%	-10%	-19%	?	-2%	7%	-9%	4%
CCN1CCN(S(=O)(=O)c2cc(OC)c(Cl)cc2OC)CC1	6%	-7%	6%	2%	-1%	6%	-9%[57.5 µM]	3%
CN1CCCN(Cc2ccccc2Br)CC1	-2%	-1%	8%	11%	-2%	13%	?	6%
Cc1ccc(NC(=O)COc2ccccc2)cc1S(=O)(=O)N1CCCCC1	9%	19%	-7%	40%	3%	-11%	i	16%
CCOC(=O)N1CCN(C(=O)CSc2nnc(COc3ccc(Cl)cc3)o2)CC1	2%	19%	-11%	10%	1%	0%	-69%[inhibitor]	7%
O=C(CSCc1ccc(Cl)cc1)Nc1cccc(C(=O)Nc2ccccc2C(=O)O)c1	-13%	-8%	-18%	21%	-5%	4%	i	-1%
CCOc1ccc(-c2cc(C(=O)Nc3cc(OC)c(OC)c(OC)c3)[nH]n2)c(C)c1	-21%	12%	-24%	-17%	3%	19%	i	0%
CCN(CC)C(=O)c1cccc(-c2csc(C(O)c3cccc(OC)c3)n2)c1 (centres undefined)	-1%	0%	-8%	15%	-3%	5%	-47%[inhibitor]	11%
O=C(N/N=C1/CCSC1)c1cccc([N+](=O)[O-])c1	-2%	20%	-8%	nt	-7%	8%	i	6%
FC(F)(F)C(Oc1nc(Nc2ccc(Cl)cc2)nc(N2CCOCC2)n1)C(F)(F)F	-19%	-6%	-15%	63%	-2%	-13%	?	-9%
CCOC(=O)C(NC(C)=O)(NC(C)C)C(F)(F)F (centres undefined)	-3%	-11%	4%	5%	-6%	10%	-11%	9%
COc1cc(C(=O)NNC(=S)NC(=O)c2ccc(Cl)cc2)cc(OC)c1OC	7%	0%	-5%	nt	-3%	-11%	i	-9%
Cc1ccc(CNC(=O)C2CCCN(c3nn4c(=O)cc(C)nc4s3)C2)cc1 (centres undefined)	-4%	-17%	-7%	6%	0%	5%	-20%	-1%
CC1CCCN(CCOCCSc2ccccc2)C1 (centres undefined)	5%	-4%	11%	-9%	-3%	7%	i	-5%
Cc1cc(C)nc(NS(=O)(=O)c2ccc(NC(=O)C(C)C)cc2)n1	11%	-30%[inhibitor]	9%	-14%	1%	3%	i	1%
COc1ccc(N2CCN(S(=O)(=O)c3c(C)noc3/C=C/N(C)C)CC2)cc1	-9%	-16%	0%	48%	-5%	2%	i	12%
COCC(=O)N1C[C@H]2CON(C)[C@H]2C[C@H]1c1cccc(-c2ccccc2)c1	-7%	1%	6%	-10%	0%	19%	-11%	9%

2 entries from above, with two lines to a compound.
Under each structure – EPAC1 agonist | TDP43 rescue | EPAC1 antagonist | FUS yeast rescue | aSyn yeast inh | EPAC2 antagonist | PTHR1 agonist | EPAC2 agonist
> CCN(CC)C(=O)c1cccc(-c2csc(C(O)c3cccc(OC)c3)n2)c1 (centres undefined)
    -1% | 0% | -8% | 15% | -3% | 5% | -47%[inhibitor] | 11%
> O=C(N/N=C1/CCSC1)c1cccc([N+](=O)[O-])c1
    -2% | 20% | -8% | nt | -7% | 8% | i | 6%

Later entries
mol	EPAC1 agonist	TDP43 rescue	EPAC1 antagonist	FUS yeast rescue	aSyn yeast inh	EPAC2 antagonist	PTHR1 agonist	EPAC2 agonist
CN(C)c1nc(N)nc(CSc2nnnn2-c2ccc(Cl)cc2)n1	-5%	1%	12%	14%	1%	1%	-1%	3%
Cc1ccc(CC(=O)Nc2nc3c(s2)CCCC3)cc1	1%	16µM*	0%	8%	6%	-3%	-17%	-4%
Cc1ccc(N=CC2=C(O)CC(c3ccco3)CC2=O)cc1 (centres undefined)	1%	8%	0%	-2%	-11%	5%	-37%[inhibitor]	-5%
Cc1c(NC(=O)/C(=C\c2ccccc2)NC(=O)c2ccccc2)c(=O)n(-c2ccccc2)n1C	5%	-12%	10%	?	-10%	-6%	-1%	0%
CC(=O)Nc1ccc(N2C(=O)CSC2c2ccc(F)cc2)cc1 (centres undefined)	-1%	-7%	2%	0%	-13%	7%	i	-1%
c1coc(-c2nc3nc4ccccc4n3nc2-c2ccco2)c1	1%	7%	8%	-6%	-4%	6%	-19%[57.5 µM]	-6%
CCOC(=O)c1sc(NC(=O)CC(C)c2ccccc2)nc1C (centres undefined)	-2%	5%	-8%	-20%	-1%	-2%	-6%	-1%
O=C(c1ccc(Cl)s1)N1CCN(c2ccccc2)CC1	-18%	-5%	-24%	9%	9%	-11%	-40%[inhibitor]	-3%
Cc1nc2ccccn2c1CN(C)C(=O)C1CCC(=O)N(CCc2cccc(F)c2)C1 (centres undefined)	14%	-7%	-1%	18%	-1%	-2%	i	0%
CCOc1ccccc1/C=N/Nc1ccnc(=O)[nH]1	7%	-7%	0%	1%	-4%	3%	i	3%
COc1ccc(N(Cc2cc(=O)[nH]c3ccccc23)C(=O)c2ccco2)cc1	-1%	-13%	-1%	?	-2%	-5%	-18%[57.5 µM]	-1%
CSc1cnn(Cc2ccccc2)c(=O)c1SCc1ccccc1	24%	-14%	-10%	nt	6%	4%	-5%	22%
Cc1ccc(C(=O)OCC(=O)Nc2c(Cl)cc(S(N)(=O)=O)cc2Cl)o1	15%	-12%	-17%	-6%	?	-26%	i	2%
S=c1nc[nH]c2c1sc1nc(-c3ccccc3)c3c(c12)CCCC3	-6%	4%	-9%	-4%	-13%	-5%	-35%[inhibitor]	13%
O=C(COC(=O)c1ccc(F)c(S(=O)(=O)N2CCOCC2)c1)c1ccc(Cl)cc1	1%	1%	-13%	14%	-7%	-13%	-88%[inhibitor]	11%
COc1cc(NC(=O)c2cc(-n3cnnc3)ccc2Cl)cc(OC)c1	7%	12%	6%	27%	0%	-5%	-24%[57.5 µM]	-6%
Cc1ccccc1NC(=O)Cn1c(=O)n(C)c2ccccc21	-7%	8%	-23%	3%	9%	2%	i	-5%
Cc1ccc(CN2CCC(n3nccc3NC(=O)c3ccccc3C)CC2)o1	1%	7%	1%	-6%	-3%	7%	i	9%
Cc1cc(C(F)(F)F)n2[nH]c(=O)c(N=Nc3ccccc3)c2n1	-1%	?	-22%	3%	?	-20%	18µM*	3%
CN(c1ccccc1C(=O)O)S(C)(=O)=O	-6%	8%	11%	8%	-3%	7%[57.1 µM]	?	-7%
CCOC(=O)/C(C(=O)Nc1ccc(Br)cc1)=C1/NC(C)(C)Cc2ccccc21	1%	-2%	1%	nt	7%	-7%	-30%	7%
COc1ccc(OC)c(Nc2nc(N(C)c3ccccc3)nc(N)c2[N+](=O)[O-])c1	2%	2%	-5%	4%	-1%	-20%	-19%	3%
CSc1nsc(SC)c1C(=O)Nc1ccc(C)cc1	-1%	15%	-11%	12%	4%	-16%	i	0%
C[C@H](O)C(=O)C1=Nc2c(nc(N)[nH]c2=O)NC1	-2%	0%	1%	-41%	7%&8%	3%	-23%	14%
Cc1cnnc2c1-c1no[n+]([O-])c1CC2	15%	3%	-2%	7%	0%	-4%	i	8%
O=C1CCCN1CCC(=O)N1CCCC(CO)(Cc2ccccc2)C1 (centres undefined)	19%	0%	3%	-23%	-1%	7%	-13%	-1%
CCn1c(CNc2ccccc2Cl)nnc1SCCN1CCCCC1	11%	0%	-1%	25%	-1%	8%	i	3%
COCCOC(=O)c1c(C)n(C)c2ccc(OC(=O)c3ccccc3F)cc12	6%	30%	-13%	-25%	6%	-5%	i	8%
CCOC(=O)C1CCN(CCC(=O)Nc2cccc(C)c2)CC1	-3%	7%	7%	-5%	1%	11%	i	6%
COc1ccc(C(C[N+](=O)[O-])c2c(-c3ccccc3)cc3ccccn23)cc1OC (centres undefined)	8%	-15%	8%	12%	-1%	-12%	-13%	23%
